GLP1R cytotox = cytotoxicity in counter-screen for GLP-1R inverse agonists; HEK293 cAMP-luciferase reporter cells, luminescence, 24 h; AID 624418; Potency, µM (doses to about 38.3 µM), without a hit: top-dose activity change, negative = inhibition, most hits filed as inhibitors; actives 0.13% (n = 410,000);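 further: loss of luciferase light is scored as toxicity; potency means the concentration at half of the fitted maximal effect; on the % scale 0 is the no-effect control and ±100 the full control effect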
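Luminescence readout: signal drop marks cytotoxicity. Plated cells grew 12 h at 37 °C, 5% CO2, received 23 nL compound for 24 h, then got luciferase reagent, read after 12 min at RT.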
TDP-43 yeast inh = rescues yeast growth from TDP-43 toxicity; TDP-43 expressing yeast growth rescue, BacTiter-Glo, 24 h; Potency, µM (series often up to 46.1 µM), without a hit: at the highest dose growth rescue (activation), actives largely listed as activators; actives 1.8% (n = 410,000); AID 652104; further: potency means the concentration at half of the fitted maximal effect; % of control where 0% means no effect; nearly all actives have a fitted effect of over 50% in size
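In this qHTS, compounds that restore growth of yeast expressing TDP-43 appear as activators. Cells (OD600=0.02, galactose medium, raffinose-pregrown) are incubated with compound 24 hr at 30 deg C and growth is quantified by BacTiter-Glo.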
PTHR1 agonist = PTHR1 (human) receptor agonism | Q03431 | HEK293 GP2 PTHR1 cells, GloSensor cAMP luminescence, 1 h | Potency, µM (doses to about 115 µM), without a hit: at the top dose activation, actives largely listed as activators | actives 0.075% (n = 410,000) | AID 743266; further: potency means the concentration at half of the fitted maximal effect; nearly all actives have a fitted effect of over 55% in size; some results filed as inactive show a strong effect at the top dose; inactives centre near -15; many of its hits are not listed in these tables
Target sequence (Q03431 whole entry, looked up): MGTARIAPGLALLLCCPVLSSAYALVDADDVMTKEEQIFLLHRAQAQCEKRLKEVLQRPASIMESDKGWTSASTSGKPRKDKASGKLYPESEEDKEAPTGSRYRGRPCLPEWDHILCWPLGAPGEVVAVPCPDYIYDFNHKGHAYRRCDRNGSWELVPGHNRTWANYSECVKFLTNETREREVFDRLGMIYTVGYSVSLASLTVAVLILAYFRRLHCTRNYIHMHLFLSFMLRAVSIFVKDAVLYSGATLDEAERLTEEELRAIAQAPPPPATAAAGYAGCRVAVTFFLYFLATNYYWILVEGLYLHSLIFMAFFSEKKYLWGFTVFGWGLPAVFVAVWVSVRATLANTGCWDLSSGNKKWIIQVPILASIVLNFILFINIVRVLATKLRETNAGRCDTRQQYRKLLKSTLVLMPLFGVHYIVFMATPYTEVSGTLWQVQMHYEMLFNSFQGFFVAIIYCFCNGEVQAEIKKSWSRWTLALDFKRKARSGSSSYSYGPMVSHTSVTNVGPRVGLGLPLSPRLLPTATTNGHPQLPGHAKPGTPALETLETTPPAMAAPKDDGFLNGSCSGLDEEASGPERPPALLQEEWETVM
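HEK-293-derived GP2 cells expressing PTHR1 and a GloSensor cAMP reporter, 3,000/well, plated overnight, given luciferin plus IBMX (each 0.5 mM as added) for 1 h at 37 °C, then compound for 1 h at 37 °C. Luminescence was read after 15 min at room temperature.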
aSyn yeast inh = rescues yeast growth from alpha-synuclein toxicity; AID 652106; Yeast expressing alpha-synuclein, growth rescue, BacTiter-Glo, 24 h; actives 0.14% (n = 370,000); Potency, µM (doses to about 46.1 µM), for the others: at the top dose growth rescue (activation), usual class: activators; further: potency means the concentration at half of the fitted maximal effect; % of control where 0% means no effect; nearly all actives have a fitted effect of over 65% in size
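Galactose-induced alpha-syn yeast (OD600=0.02, raffinose-pregrown) + pinned cpd, 24 hr, 30 deg C; growth by BacTiter-Glo luminescence. Growth restoration scores as activation.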
MmCpn inh = inhibitors of Methanococcus maripaludis chaperonin (MmCpn) | purified Mm-Cpn ATPase, ADP Transcreener TR-FRET | Potency, µM (doses to about 76.9 µM), inactives show at the highest dose activity, negative = inhibition, hits mostly inhibitors | actives 0.031% (n = 330,000) | AID 504842; further: potency means the concentration at half of the fitted maximal effect; on the % scale 0 is the no-effect control and ±100 the full control effect; nearly all actives have a fitted effect of over 80% in size
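ATP (10 uM final) was added to archaeal chaperonin (25 nM final) after 10 min exposure to test compound at 37°C; after 30 min further incubation, ADP was detected by competitive TR-FRET.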
FUS yeast rescue = FUS proteinopathy suppression in yeast | actives 0.24% (n = 390,000) | Potency, µM (top dose mostly 76.6 µM), for inactives: at the highest dose growth rescue (activation), actives largely listed as activators | S. cerevisiae FUS-expressing, growth rescue, OD600, 24 h;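 further: potency means the concentration at half of the fitted maximal effect; plate controls were DMSO vehicle for no effect and reference control for full effect; nearly all actives have a fitted effect of over 55% in size; some results filed as inactive show a strong effect at the top dose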
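Read-out: OD at 600 nm after 24hr at 30C, reporting rescue of FUS-induced yeast toxicity. Cells at OD 0.005 in galactose (2%) minimal medium; compounds tested in a dilution series; CP55940 titration from 92uM final as control.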
Akt phos inh = blocks phosphorylation of Akt; AID 651550; activity change, % for hits at 50 µM; actives 0.32% (n = 360,000); Neuro2A IGF-stimulated pAkt S473 HTRF, 20 min; stronger effect = lower value; in the data active means activity change below about -80%; inconclusive means mostly about -51% to -80%; further: on the % scale 0 is the no-effect control and ±100 the full control effect
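Neuro2A cells in DMEM with 0.5% FBS, overnight at 37 deg C, given compound at single 50 µM final, then IGF (6 nM final) for 20 min at 37 deg C. Lysed; phospho-Akt Ser473 by HTRF after 24 h, 665/615 ratio.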
GLP1R inv ag = acts as inverse agonist at human GLP-1 receptor. AID 624417. P43220. Potency, µM (top dose mostly 38.3 µM), for the others: top-dose activity change, negative = inhibition, usual class: inhibitors. actives 1.6% (n = 410,000). HEK293 GLP-1R CRE-luciferase, luminescence, 24 h; GLP-1R form is constitutively active; further: potency means the concentration at half of the fitted maximal effect; on the % scale 0 is the no-effect control and ±100 the full control effect; nearly all actives have a fitted effect of over 55% in size
Target sequence (P43220 whole entry, looked up): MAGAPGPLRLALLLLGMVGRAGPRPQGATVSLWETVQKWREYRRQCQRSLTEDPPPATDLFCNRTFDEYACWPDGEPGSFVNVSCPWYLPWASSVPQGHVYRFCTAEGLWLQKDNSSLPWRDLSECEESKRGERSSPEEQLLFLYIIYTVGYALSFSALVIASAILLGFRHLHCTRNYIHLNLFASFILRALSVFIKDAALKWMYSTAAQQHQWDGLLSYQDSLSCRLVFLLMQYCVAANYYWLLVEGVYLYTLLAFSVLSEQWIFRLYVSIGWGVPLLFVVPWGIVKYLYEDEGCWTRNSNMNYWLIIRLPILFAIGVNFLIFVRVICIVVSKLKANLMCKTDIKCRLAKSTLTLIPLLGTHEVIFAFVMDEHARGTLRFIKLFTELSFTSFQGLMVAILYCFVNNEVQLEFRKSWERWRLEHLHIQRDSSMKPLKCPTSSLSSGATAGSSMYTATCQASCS
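Seeding at 200 cells/uL, 12 h culture, 24 hr compound treatment, then luciferase reagent and a luminescence read; cells are HEK293 stably expressing a constitutively active GLP-1R plus cAMP-responsive luciferase.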
Abeta yeast res = restores growth of yeast expressing A-beta42 peptide; yeast expressing A-beta42, growth rescue, OD600, 48 h; response scale: 0% DMSO, 100% iron-clioquinol control; Potency, µM (top dose mostly 46.1 µM), without a hit: at the top dose growth rescue, usual class: activators; actives 0.063% (n = 410,000); AID 1347071; further: potency means the concentration at half of the fitted maximal effect; nearly all actives have a fitted effect of over 55% in size
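Yeast growth medium received pinned compounds, then yeast cells expressing toxic A-beta were added; plates incubated at 30 C for 48 hr. Growth read as absorbance at 600 nm, normalized to DMSO and equimolar FeCl3 plus clioquinol controls.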
* marks the source's active call; other numbers are inactive results; i = inactive; ? = inconclusive; . = not tested or not shown; [ ] = dose if it differs, or a comment. Unless noted, the call rests on the fitted dose curve; in most records, active means well fitted curve in the direction sought with a large enough effect; inconclusive means small, poorly fitted or top-dose-only effect, or another doubt; inactive means no such curve, though single readings can be large; an effect the other way counts as inactive or inconclusive. Only part of the results is shown (hit frequency here may not be typical).

Under each structure: GLP1R cytotox, TDP-43 yeast inh, PTHR1 agonist, aSyn yeast inh, MmCpn inh, FUS yeast rescue, Akt phos inh, GLP1R inv ag, Abeta yeast res
1. Cc1c(NC(=O)COc2ncnc3c(Cl)cc(Cl)cc23)c(=O)n(-c2ccccc2)n1C
 : 3.9%, 9.5%, i, -6.1%, 0.9%, 5.1%, i, -16.1%, -23.9%
2. CCC(=O)N1N=C(c2c(-c3ccccc3)c3cc(Cl)ccc3[nH]c2=O)CC1c1ccco1 (stereo not given)
 : ?, 10.3%, -7.7%, 0.6%, -26.5%, 37.9%, i, ?, -14.1%
3. CN1CCN(c2ncnc3c2ncn3[C@H]2CN(Cc3ccc4c(c3)OCO4)C[C@@H](CO)O2)CC1
 : -11.7%, 22.3%, i, -1.9%, ., -12.6%, i, -0.3%, 14.3%
4. CC1=C(C(=O)Nc2ccccc2C)C(c2ccccn2)n2ncnc2N1 (stereo not given)
 : 1.0%, 0.0%, i, 4.5%, ., -19.6%, ., -7.3%, -0.4%
5. Cc1ccc(N2CCN(CC(O)COC3CCCCC3)CC2)cc1 (stereo not given)
 : 2.3%, 2.8%, -26.3%, -1.7%, 1.2%, -0.1%, i, -11.2%, 4.0%
6. Cc1ccccc1-c1nnn(Cc2cccc(S(=O)(=O)N3CCOCC3)c2)n1
 : 0.5%, 4.9%, -38.9%[inhibitor], 21.2%, -0.1%, 37.0%, i, -31.5%, -26.8%
7. COc1cccc(C2C(C(N)=O)=C(C)Nc3nc(-c4cccc(Cl)c4)nn32)c1 (stereo not given)
 : -10.2%, -15.4%, i, -3.0%, -1.2%, 16.6%, i, 72.8%[activator], 9.8%
8. CCN(CC)S(=O)(=O)c1ccc(NC2CCCc3ccccc32)nc1 (stereo not given)
 : -12.0%, 7.2%, -21.4%, -0.6%, -2.6%, 16.7%, ?, ?, 20.9%
9. CC(C)=CCCC(C)CN1CCC(N2CCC(C(=O)NC(C)C)CC2)CC1 (stereo not given)
 : -12.5%, -25.9%, -16.9%, -4.0%, -1.6%, -2.0%, i, ?, 10.4%
10. COc1ccc(/C=N/Nc2nn3cnnc3c3ccccc23)cc1
 : -6.2%, 9.3%, i, -5.3%, -0.4%, -8.3%, i, 7.1%, 3.1%
11. Cc1c2cnn(CC(=O)NCCN3CCOCC3)c(=O)c2c(C)n1Cc1ccccc1
 : -3.1%, 7.0%, i, 3.8%, 0.3%, -12.3%, i, -5.3%, -7.2%
12. CC(=O)C1(O)C(C)CC2C3CCC4CC(O)CCC4(C)C3=CCC21C (stereo not given)
 : 7.3%, 11.4%, -9.9%, 12.1%, -0.5%, 17.0%, i, -13.5%, 21.8%
13. CC(=O)c1ccc(NS(=O)(=O)c2ccc3[nH]c4c(c3c2)CCCC4)cc1
 : -14.9%, 23.9%, i, ., ., ?, ., -1.6%, 10.6%
14. CC1CCN(S(=O)(=O)c2ccc(C(=O)N(C)C3CCS(=O)(=O)C3)cc2)CC1 (stereo not given)
 : 6.4%, 9.3%, -5.9%, 13.9%, -0.5%, 5.9%, i, 16.6%, 1.4%
15. Cc1ccc(NC(=S)NNC(=O)c2ccc(N3CCOCC3)c([N+](=O)[O-])c2)cc1C
 : ?, ?, -21.2%, -9.5%, 3.2%, ., i, 18.7%, 1.3%
16. O=C(Nc1cc(F)ccc1F)N1CCC(CN2CCOCC2)CC1
 : -6.4%, 2.2%, 11.3%, ., ., -13.9%, ., -14.2%, -14.4%
17. c1ccc2c(c1)ncn2CCCCOc1ccc2c(c1)CCC2
 : -66.8%, 16.1%, i, -8.1%, -5.1%, 11.5%, i, ?, 20.7%
18. COC(=O)c1cc2sccc2n1Cc1nc(-c2ccc(C)cc2)oc1C
 : 9.0%, 0.4%, i, ., ., 6.1%, ., -15.5%, -50.7%[inhibitor]
19. O=C(c1ccccc1F)N1CCN(Cc2ccc3c(c2)OCO3)CC1
 : 13.6%, -4.4%, -12.8%, 0.0%, 0.0%, 0.4%, i, -14.3%, 0.6%
20. COc1ccc(S(=O)(=O)N2CCC(c3nc4ccccc4[nH]3)CC2)cc1
 : 0.3%, -16.0%, -10.2%, -0.2%, 1.7%, 10.5%, i, 7.1%, 7.5%
21. O=C(Nc1ccc(S(=O)(=O)NCc2ccco2)cc1)c1ccc(F)cc1
 : 2.5%, -10.4%, -64.9%[inhibitor], 9.3%, -1.8%, 24.3%, i, -4.1%, -0.8%
22. COCCCNC(=O)CC1C[C@H](C(=O)N(C(C)C)C(C)C)[C@@]2(C)c3[nH]c4ccccc4c3CCN2C1=O (stereo not given in full)
 : -3.2%, -1.4%, -21.6%, -1.1%, 1.9%, 12.0%, i, 12.6%, 1.1%
23. COc1ccc(CCNc2nc(-c3ccncc3)cs2)cc1OC
 : 4.6%, -13.9%, -81.0%[inhibitor], -6.3%, 0.1%, 40.3%, i, 42.4%[activator], -10.0%
24. COc1ccc(C(=O)NCc2c(C)nn(Cc3ccccc3)c2C)cc1S(=O)(=O)N1CCOCC1
 : -26.9%, 0.3%, -32.9%[inhibitor], -6.7%, 2.3%, 16.6%, i, ?, -18.2%
25. CC(C)N1CCC(NC(=O)Nc2ccccc2)CC1
 : 6.8%, -20.7%, i, 2.1%, -3.0%, 12.3%, i, -10.7%, -6.4%
26. Cc1ccc2nc(N(CCCN(C)C)C(=O)c3ccc(S(=O)(=O)N(C)C)cc3)sc2c1
 : -13.9%, 10.7%, i, 9.6%, -1.0%, ., i, 0.0%, 6.4%
27. CCOCCCNC(=O)c1ccc(Cn2c(=O)c3cccn3c3cccnc32)cc1
 : -3.0%, ?, i, ., ., -24.4%, ., 3.1%, 0.4%
28. CN1C=CC(C(C(N)=O)c2ccccc2)c2ccccc21 (stereo not given)
 : 2.4%, 10.5%, i, 7.1%, ., -28.8%, i, -26.4%, 5.5%
29. O=C(COC(=O)c1c(Cl)cccc1Cl)NC1CCCCC1
 : 0.2%, -18.5%[1.82 µM], i, 7.7%, -2.2%, 10.1%, i, 2.8%, 0.5%
30. O=C(/C=C/c1ccc(Cl)cc1Cl)c1ccc[nH]1
 : 4.9%, 0.0%, -18.0%, -9.2%, 0.1%, -8.5%, i, ?, 4.9%
31. Cc1nc(-c2ccccc2)[nH]c(=O)c1Oc1ccc(Cl)cc1Cl
 : -3.8%, 2.0%, -27.6%, 0.0%, 0.5%, -0.5%, i, -3.0%, 2.1%
32. C=C(C)C(=O)Nc1cccc(C2=NOC3(C2)C[C@@H](C(N)=O)N(C(=O)/C=C/C=C/C)C3)c1 (stereo not given in full)
 : 1.7%, 0.5%, i, -2.8%, -12.7%, -0.4%, i, 6.9%, -16.1%
33. O=C(c1cccs1)N(Cc1ccco1)C1CCS(=O)(=O)C1 (stereo not given)
 : 1.7%, -4.0%, i, -1.6%, 0.4%, 14.9%, i, 0.0%, 7.5%
34. COc1ccccc1CNC(=O)COc1ccc(S(=O)(=O)N2CCOCC2)cc1
 : 19.4%, -11.0%, 8.8%, -2.4%, 0.0%, 16.3%, i, 7.1%, -12.3%
35. COc1ccc(N2CCN(C(=O)c3ccc(C)c(NC(=O)C4=C(C)OCCS4)c3)CC2)cc1
 : -11.4%, 8.9%, i, 0.0%, -5.9%, 7.9%, i, 3.1%, 10.0%
36. CCOCCn1c(CN2CCN(C)CC2)nc2c1c(=O)n(C)c(=O)n2C
 : 11.1%, 1.4%, i, -0.7%, -1.3%, -27.5%, i, 14.8%, 5.3%
37. CCOC(=O)c1nc(C)n(-c2cc(Cl)cc(Cl)c2)n1
 : 11.6%, 9.5%, i, -0.3%, 1.8%, -6.2%, i, -8.0%, -9.9%
38. CCn1c(SCC(=O)C(C)(C)C)nnc1-c1cccnc1
 : 47.6%, 0.0%, i, 2.4%, 0.7%, -13.7%, i, 2.9%, -6.5%
39. CCCn1c(C)cc(C(=O)COC(=O)c2nccnc2N)c1C
 : 5.4%, 6.7%, -30.0%, -0.1%, -1.7%, -0.3%, i, ?, -22.6%
40. Cc1cc(N2CCN(C(C(=O)NC3CCCC3)c3ccc(-c4ccccc4)cc3)CC2)c2ccccc2n1 (stereo not given)
 : -8.6%, -5.8%, -16.9%, 16.1%, ., 12.7%, i, -4.5%, -3.6%
41. O=C(NC1CCCC1)C(c1cccs1)N(C(=O)c1ccno1)c1ccccc1 (stereo not given)
 : -1.5%, 8.4%, i, -0.2%, 1.1%, 7.9%, i, -12.0%, -7.4%
42. Cc1ccc(C)c(NC(=O)c2nn(C)c3c2CS(=O)(=O)c2ccccc2-3)c1
 : 8.9%, ?, -0.8%, ., ., 4.3%, ., 8.2%, 1.1%

Another view of part of the listing above.
nr | SMILES | GLP1R cytotox | TDP-43 yeast inh | PTHR1 agonist | aSyn yeast inh | MmCpn inh | FUS yeast rescue | Akt phos inh | GLP1R inv ag | Abeta yeast res
32 | C=C(C)C(=O)Nc1cccc(C2=NOC3(C2)C[C@@H](C(N)=O)N(C(=O)/C=C/C=C/C)C3)c1 (stereo not given in full) | 1.7% | 0.5% | i | -2.8% | -12.7% | -0.4% | i | 6.9% | -16.1%
33 | O=C(c1cccs1)N(Cc1ccco1)C1CCS(=O)(=O)C1 (stereo not given) | 1.7% | -4.0% | i | -1.6% | 0.4% | 14.9% | i | 0.0% | 7.5%
34 | COc1ccccc1CNC(=O)COc1ccc(S(=O)(=O)N2CCOCC2)cc1 | 19.4% | -11.0% | 8.8% | -2.4% | 0.0% | 16.3% | i | 7.1% | -12.3%

Source: PubChem
